Growth percent in the NCI-60 one-dose screen (48 h, 10 µM unless noted): 100 = growth as untreated, 0 = no growth, -100 = all killed.
NCI-H23 = NCI-H23 lung cancer; hit rate 4% among 80,000; AID 1794731
NCI-H226 = NCI-H226 lung cancer | hit rate 3.5% among 79,000 | AID 1794732
NCI-H322M = NCI-H322M lung cancer. hit rate 2.7% among 80,000. AID 1794733
SK-OV-3 = SK-OV-3 ovarian cancer cells; hit rate 3.2% among 80,000; AID 1794785
IGROV1 = IGROV1 ovarian cancer; hit rate 4.7% among 79,000; AID 1794786
COLO 205 = COLO 205 colon cancer; AID 1794742; hit rate 7.3% among 79,000
NCI/ADR-RES = NCI/ADR-RES ovarian cells | hit rate 4.4% among 81,000
NCI-H522 = NCI-H522 lung cancer. hit rate 8% among 78,000. AID 1794739
NCI-H460 = NCI-H460 lung cancer; hit rate 6.8% among 82,000
Numbers without * were called inactive; . = no result given; [ ] = remark or other dose. The calls were made as follows: active = growth percent below 10; inactive = the rest.

nr	Compound	NCI-H23	NCI-H226	NCI-H322M	SK-OV-3	IGROV1	COLO 205	NCI/ADR-RES	NCI-H522	NCI-H460
1	Cc1ccc[n+](CC(=O)c2cccc3ccccc23)c1	102	96	97	97	96	101	108	101	111
2	c1ccc(-c2cnc(C3CCCCC3)o2)cc1	103	114	117	120	124	125	110	98	116
3	CC(C)(C)OC(=O)CN1CCc2c(sc3ncnc(N4CCN(S(C)(=O)=O)CC4)c23)C1	102	101	.	111	107	121	110	96	108
4	C#CCOC(=O)/C=C/c1cn(-c2ccccc2)nc1-c1ccc(C)cc1	98	99	94	86	81	112	104	84	104
5	CC(=O)c1cc(C(=O)N2c3ccccc3Sc3ccccc32)n2c1ccc1ccccc12	79	60	90	60	53	40	36	-1.1*	38
6	C=C(C)[C@@H]1CC[C@]2(C#N)CC[C@]3(C)[C@H](CC[C@@H]4[C@@]5(C)CCC(=O)C(C)(C)[C@@H]5CC[C@]43C)[C@@H]12	100	81	95	94	96	103	98	89	99
7	CC(=O)C1C(=O)OC(C)=C(C(=O)O)C1=O (centres undefined)	100	101	106	106	91	121	108	.	108
8	COc1ccc(-c2ccc(-c3ccc(C(=N)N)nc3)s2)cc1Cl	41	78	16	97	-88*	-56*	38	-47*	-80*
9	COc1ccc(-c2cc(-c3nnc(SCC(=O)Nc4ccc(C(C)=O)cc4)n3-c3ccccc3)c3ccccc3n2)cc1OC	96	105	102	82	105	99	104	.	103
10	N=C1c2nc3n(c2C(=O)c2nc4n(c21)CCCCC4)CCCCC3	97	98	110	107	130	.	110	91	93
11	COc1cc(/C=N/N2CN(C(C)C(=O)O)B(Nc3ncccn3)N=C2N)cc(OC)c1 (centres undefined)	87[100 µM]	80[100 µM]	95[100 µM]	92[100 µM]	100[100 µM]	104[100 µM]	92[100 µM]	83[100 µM]	91[100 µM]
12	COc1ccc(N2C(=O)c3sc4nc5ccsc5c(=O)n4c3C2=O)c(OC)c1	94	92	105	112	58	109	99	103	104
13	COc1ccc2nc(OC)c(-c3nc4c(cnn4-c4ccc(Br)cc4)c(=O)[nH]3)cc2c1	90	105	93	82	90	102	93	62	111
14	CSc1ncc(Br)c(NCc2ccccc2Cl)n1	100	92	90	94	99	130	105	79	108
15	O=C(CSc1nnc(COc2cnc3ccccc3n2)o1)Nc1ccccc1	95	90	107	124	105	112	95	96	81
16	Oc1c(I)cc(I)cc1CNCc1ccccn1	52	63	40	28	24	74	10	4.6*	20
17	COc1ccc(NC(=O)c2ccc(Cl)cc2Cl)cc1	85	105	103	106	106	101	98	97	98
18	Cc1ccc(F)c(C(=O)c2ccccc2C(=O)O)c1	102	101	105	106	105	97	100	102	106
19	COC(=O)c1ccc(C(=O)OC)c(O)c1	102	98	135	105	121	101	104	93	103
20	O=C1C=C(CCc2ccccc2)CCC1	93	92	.	98	113	99	96	99	113

Just NCI/ADR-RES, SK-OV-3 and COLO 205 (7 entries from above):
| item | SMILES | NCI/ADR-RES | SK-OV-3 | COLO 205 |
| --- | --- | --- | --- | --- |
| 13 | COc1ccc2nc(OC)c(-c3nc4c(cnn4-c4ccc(Br)cc4)c(=O)[nH]3)cc2c1 | 93 | 82 | 102 |
| 14 | CSc1ncc(Br)c(NCc2ccccc2Cl)n1 | 105 | 94 | 130 |
| 15 | O=C(CSc1nnc(COc2cnc3ccccc3n2)o1)Nc1ccccc1 | 95 | 124 | 112 |
| 16 | Oc1c(I)cc(I)cc1CNCc1ccccn1 | 10 | 28 | 74 |
| 17 | COc1ccc(NC(=O)c2ccc(Cl)cc2Cl)cc1 | 98 | 106 | 101 |
| 18 | Cc1ccc(F)c(C(=O)c2ccccc2C(=O)O)c1 | 100 | 106 | 97 |
| 19 | COC(=O)c1ccc(C(=O)OC)c(O)c1 | 104 | 105 | 101 |

Remaining list, next part.
nr	Compound	NCI-H23	NCI-H226	NCI-H322M	SK-OV-3	IGROV1	COLO 205	NCI/ADR-RES	NCI-H522	NCI-H460
21	CC(=O)OCC1O[C@@H](OC(C)=O)[C@@H](NC(=O)NS(=O)(=O)c2ccc(Cl)cc2Cl)C(OC(C)=O)[C@@H]1OC(C)=O (some centres undefined)	102	92	95	113	100	116	104	98	113
22	NC1=Nn2c(nnc2-c2cc(C(F)(F)F)cc(C(F)(F)F)c2)SC1	102	92	106	102	110	106	107	.	105
23	CC1(C)CC(O)CCCCCCOc2c(CN)cccc2NC(=O)c2nc(cnc2N)-c2ccc(cc2)S1(=O)=O (centres undefined)	28	49	44	45	9.3*	23	67	13	-30*
24	Cc1cc(C(=O)O)c(C)c([N+](=O)[O-])c1	104	100	112	118	116	121	112	111	105
25	COc1cc2oc(-c3cccc(NC(=O)c4cccc(NC(=O)[C@H](C)N)c4)c3)cc(=O)c2c(OC)c1OC	94	94	93	118	93	106	104	88	103
26	CCOC(=O)Nc1ccc(-c2nc(-c3cccc(OC)c3)c(-c3ccnc(Br)c3)[nH]2)cc1	32	46	46	67	45	49	28	30	27
27	COc1ccc(C(Cn2ccnc2)Sc2ccc(Cl)c(Cl)c2)cc1 (centres undefined)	83	70	91	86	59	88	69	60	78
28	CC(=O)c1c(O)c(C)c(O)c2c1OC1=Cc3c(c(C)nn3-c3ccccc3)C(=O)C12C (centres undefined)	101	106	112	110	112	119	.	99	101
29	Cc1ccc(-c2cc(C(=O)N3N=C(c4ccccc4)CC3c3cc(-c4ccccc4)nn3-c3ccccc3)c3ccccc3n2)cc1 (centres undefined)	91	96	87	101	75	111	97	96	83
30	CC1(C)OC2C(COC(c3ccccc3)(c3ccccc3)c3ccccc3)OC(c3c[nH]c4c(N)ncnc34)C2O1 (centres undefined)	63	73	71	70	75	68	87	56	41
31	CN1c2ccccc2C(=O)N(NC(=O)Nc2ccc(F)cc2)C1c1ccc([N+](=O)[O-])cc1 (centres undefined)	97	115	106	91	109	111	93	91	108
32	O=c1c2ccccc2n(-c2ccccc2)c2cc(Cl)ccc12	102	101	97	111	104	114	103	94	110
33	COc1cc(-c2c(C#N)c(-c3ccccc3)nc3c2c(-c2ccccc2)nn3-c2ccccc2)ccc1O	75	76	84	99	87	78	79	54	62
34	O=C(Cc1ccc(F)c(Cl)c1)Nc1cc(C2(C(F)(F)F)CC2)nn1CC1CCCCC1	-2.3*	14	9.8*	-20*	25	-86*	4.9*	-28*	3.0*
35	Cc1c(O)c2c(c(C)c1CCO)C(O)C(C)(CO)C2O (centres undefined)	104	98	104	110	104	107	105	102	102
36	Cc1ccccc1NC(=O)C(=O)C(C(=O)c1ccccc1F)C1OC(=O)c2ccccc21 (centres undefined)	82	73	86	114	97	.	95	69	98
37	Cc1ccc(-c2nc(SCc3nc4cc(Cl)c(Cl)cc4[nH]3)[nH]c(=O)c2C#N)cc1	99	103	101	96	100	107	111	89	112
38	Nc1nc(NC(=O)Nc2ccc(C(=O)O)cc2)nn1-c1ccc(S(N)(=O)=O)cc1	98	92	90	107	94	111	103	98	96
39	NC(=O)c1ccccc1Nc1ccc2nnc(-c3ccncc3)n2n1	96	.	91	103	65	114	90	20	41
40	COC(=O)/C=C(/C)N1CCCC1	99	94	112	127	118	115	101	104	105
41	COc1ccc(C2NC(=O)Cc3c2sc2c(F)cccc32)cc1 (centres undefined)	103	90	84	103	90	118	102	89	63
42	O=c1oc2c([nH]c3ccc4ccccc4c32)c2ccccc12	94	104	101	107	118	108	104	102	112
43	CCOC(=O)c1nn(C2CCCCO2)c2ccc(NC(=O)CSc3nnnn3-c3ccccc3)cc12 (centres undefined)	107	100	96	.	100	124	104	91	100
44	N#Cc1cc(-c2cc3ccccc3o2)oc1N	11	17	2.8*	17	7.7*	13	11	-4.4*	9.8*
45	Cc1ccc2[nH]c(=O)c(C(c3ccc(Cl)cc3)c3c(O)c4cc(C)ccc4[nH]c3=O)c(O)c2c1	91	73	96	84	88	114	98	91	86
46	O=C(NCc1cn(Cc2cccc(Oc3ccccc3)c2)nn1)c1cccnc1Nc1ccc(Br)cc1	92	89	88	99	87	112	86	70	104
47	CCOc1ccc(-c2nc3ccc(-c4nc5ccc(N6CCN(CCNC(C)=O)CC6)cc5[nH]4)cc3[nH]2)cc1	90	81	108	107	100	62	106	63	104
48	COc1cc(/C=C2\CN(C)C/C(=C\c3cc(CN4CCCCC4)c(O)c(OC)c3)C2=O)cc(CN2CCCCC2)c1O	34	.	43	.	68	.	71	40	0.8*
49	COc1cc(C(=O)CCN2CCCCC2)ccc1O	104	106	107	102	96	109	107	90	109
50	Cc1nc(C#N)c(NCc2ccccc2O)o1	103	93	104	101	99	111	109	92	107
51	CCn1c(=O)c(C(c2ccc(C)cc2)c2c(O)c3ccccc3n(CC)c2=O)c(O)c2ccccc21	100	.	103	104	101	126	99	92	101
52	O=C(SSC(=O)c1ccccc1)c1ccccc1	100	96	95	108	102	111	105	97	103
53	COc1ccc(-c2cc(=O)n(-c3nc4ccccc4[nH]3)[nH]2)cc1OC	80	85	67	87	71	113	20	49	41
54	O=c1c2ccccc2nc(SCc2nnc(Nc3ccccc3)s2)n1CCc1ccccn1	94	99	106	111	111	112	96	98	109
55	Cc1ccc(-c2cc3nc(C(Cl)Cl)nc(-c4ccccc4F)n3n2)cc1	89	100	91	.	91	69	79	90	78
56	O=c1[nH]c(NCc2ccccc2)nc2c3c(sc12)CCCC3	89	91	96	91	102	99	91	76	98
57	N#C/C(=C\c1c(-c2ccccc2)[nH]c2ccccc12)S(=O)(=O)c1ccccc1	41	.	60	31	.	13	7.9*	55	16
58	CCOC(=O)C1=NN(c2ccccc2)C(=O)/C1=C\n1c(=S)sc2ccccc21	94	97	108	91	90	105	105	84	101
59	CCOC(=O)C1=C(C)NC(=O)NC1c1cccnc1 (centres undefined)	105	105	105	113	104	103	102	98	104
60	COC(=O)c1c2c(c(C)[n+]([O-])c1C)C(=O)C=C(NCc1ccc(Cl)cc1)C2=O	-36*	.	-7.1*	.	-51*	.	-15*	-15*	0.4*
61	C=CC[N+](C)(C)Cc1nc(C#N)c(N(C)C)o1	107	105	100	84	100	98	103	91	101
62	COc1cc(Cc2cc(OC)c(O)c(OC)c2)cc(OC)c1O	88	106	94	98	92	109	53	56	99
63	COc1ccc(-c2n[nH]nc2-c2ccccc2C#N)cc1	97	94	115	94	90	98	84	103	102
64	Cn1c(S)c(N=Nc2ccc(S(=O)(=O)Nc3nccs3)cc2)sc1=O	94	100	95	119	93	109	100	89	103
65	O=C(CNC1CCCCC1)Nc1cc(O)ccc1O	93	98	98	104	109	112	98	69	109
66	CCOC(=O)c1nnnn1CC(=O)c1cc(OC)c(OC)c(OC)c1	96	107	.	89	100	109	103	82	102
67	COc1ccc(/C(=C\c2cc(OC)c(OC)c(OC)c2)C(=O)Nc2nc3ccc(Cl)cc3s2)cc1	94	83	82	98	106	108	92	75	117
68	CCCCC1(C(OC)OC)NC(=O)NC1=O (centres undefined)	98	98	100	91	110	113	110	79	107
69	COC(=O)c1[nH]c(=O)c(C#N)c(C(=O)OC)c1C(=O)c1ccccc1	95	98	101	101	105	123	97	100	102
70	COC(=O)C1=C(C)NC(C)=C(C(=O)OC)C(N2C(=O)CCC2=O)C1 (centres undefined)	97	.	91	104	99	114	96	7.9*	101
71	CC1=CC(=O)CC(C)(C)C1(O)/C=C/C(C)=C\C(=O)O (centres undefined)	102	111	.	111	109	117	102	.	111
72	CCSc1ccc(N=[N+]([O-])c2ccc(SCC)c(Cl)c2)cc1Cl	88	91	109	90	99	98	99	104	99
73	Cc1cccc(C)c1[C@@H]1C[C@](C)(O)[C@H]2CC[C@H](C)C[C@@H]2O1	101	102	102	100	101	115	116	94	108
74	Nc1cc(=O)n(-c2ccccc2)nc1Cl	96	99	103	92	108	109	101	80	103
75	CCOC(=O)c1c(C)nc2c(c1N)/C(=C/c1cc(OC)c(OC)c(OC)c1)C(=O)N2c1ccc(OC)cc1	79	87	88	105	34	.	35	50	49
76	Cc1cc2c(cc1C)NC1C(=O)C(c3ccccc3Cl)OC1=N2 (centres undefined)	101	89	98	96	108	112	100	97	102
77	Nc1nc(-c2ccccc2)cc(=O)[nH]1	96	110	111	95	114	105	105	89	.
78	Oc1ccc(-c2ccc3c(c2)ncn3-c2ccccc2)cc1	97	96	91	115	99	116	83	70	88
79	NC1CSSCC(C(=O)O)NC1=O (centres undefined)	113	103	111	105	109	109	111	106	110
80	Cc1nn(-c2ccccc2)c(Cl)c1/C=C1\N=C(c2ccccc2)N(C(=O)c2cc([N+](=O)[O-])cc([N+](=O)[O-])c2)NC1=O	84	91	88	83	91	109	88	78	101

Next part:
nr	Compound	NCI-H23	NCI-H226	NCI-H322M	SK-OV-3	IGROV1	COLO 205	NCI/ADR-RES	NCI-H522	NCI-H460
81	CCN(CC)CC(C)Nc1ccc([N+](=O)[O-])c2sc3ccccc3c(=O)c12 (centres undefined)	34	24	27	34	22	11	35	0.7*	9.6*
82	O=C1Cc2cc(CCN3CCNCC3)c(Cl)cc2N1	23	81	81	67	89	60	48	26	74
83	CCOC(C)c1ccc(OC(=O)c2ccccc2)c(OC)c1 (centres undefined)	98	103	99	98	106	110	99	90	111
84	COC(=O)Cc1[nH]c(=O)[nH]c1C(=O)OC	101	100	96	108	99	107	88	114	124

Compound profiles (already shown). Order of values: NCI-H23	NCI-H226	NCI-H322M	SK-OV-3	IGROV1	COLO 205	NCI/ADR-RES	NCI-H522	NCI-H460
Record of O=C1Cc2cc(CCN3CCNCC3)c(Cl)cc2N1 = 23	81	81	67	89	60	48	26	74
Record of CCOC(C)c1ccc(OC(=O)c2ccccc2)c(OC)c1 (centres undefined) = 98	103	99	98	106	110	99	90	111
